# Source: PubChem (several laboratories)
# Dengue-2 NS5 capping: Dengue-2 NS5 methyltransferase inhibitors, primary screen, biochemical, confirmation dose response (AID 588689). actives 0.3% (n = 340,000). Dengue-2 NS5 methyltransferase capping enzyme assay, biochemical; higher % means a stronger effect. inhibition, % at 25 µM; hits with a dose series show IC50 in µM; in the data active = a potency from the dose series; inconclusive = inhibition above about 29% without an active follow-up result
# Myeloid diff MLP: myeloid differentiation induction; ER-HoxA9 myeloid progenitors, lysozyme-GFP differentiation, flow cytometry; calls only at 10 µM; actives 1% (n = 360,000); AID 624256;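 active = normalized GFP-positive differentiation at or above the plate's own cutoff, the solvent-only control mean plus 3 SD; inconclusive = no clear call, values can overlap the other calls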;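 note: cells exposed to compound for four days before flow analysis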
# Dengue-2 NS5 capping pilot replicate: second read-out of Dengue-2 NS5 capping, no call of its own (marks repeat the call); inhibition, %; measured here: pilot screen replicate inhibition
# Myeloid diff MLP GFP+ MAC1+ %: further read-out of Myeloid diff MLP, marked with its call; GFP+ MAC1+ double positive, %; measured here: differentiation confirmed by MAC1 staining
# Starred values were filed as active, the others as inactive; i = inactive; ? = inconclusive; / = no result given; + = active, no number. This is a subset. The share of hits here may be higher or lower than overall.
SMILES,Dengue-2 NS5 capping,Myeloid diff MLP,Myeloid diff MLP GFP+ MAC1+ %,others
C[C@H](CO)N1C[C@H](C)[C@@H](CN(C)C(=O)CN2CCOCC2)Oc2ncc(-c3cncnc3)cc2C1=O,-3%,i,1.0,
CC[C@@]12C(=O)N(c3cccc(Br)c3)C(=O)N1[C@H](c1ccc(OC)cc1)[C@@H]1C(=O)N(C(C)(C)C)C(=O)[C@@H]12,-7%,i,1.4,
OCCCN1CNC(=S)NC1,0%,i,0.9,
CCN(CC(=O)NCc1cccs1)C(=O)c1ccc(S(=O)(=O)Nc2ccccc2)cc1,-5%,i,0.4,
CCCCn1c(N)c(N(CCC(C)C)C(=O)COC(=O)c2ccc(CC)cc2)c(=O)[nH]c1=O,0%,i,1.0,
CN(CCOc1ccccc1)C(=O)CNC(=O)c1ccc(C(C)(C)C)cc1,4%,i,0.1,
O=C(COc1ccc(F)cc1)Nc1ccc(S(=O)(=O)Nc2ncccn2)cc1,-9%,i,1.0,
Cc1noc(C)c1NC(=O)N(C)C[C@H]1Oc2ccc(NC(=O)NC(C)C)cc2C(=O)N([C@H](C)CO)C[C@H]1C,-1%,i,2.2,
Cc1cc(F)ccc1S(=O)(=O)Nc1ccc(C(=O)N2CCCCC2)cc1,1%,i,1.2,
CCCCN(C(=O)c1cc2c(s1)CCC2)c1c(N)n(CCC)c(=O)[nH]c1=O,-1%,i,0.4,
CC1CCCCN1C(=O)CN1CCN(S(=O)(=O)c2ccc(Br)cc2Cl)CC1 (stereo unspecified),4%,i,1.9,
Cc1ccccc1C(=O)NCC(=O)N1CCN(c2ccccn2)CC1,7%,i,0.1,
O=[N+]([O-])c1ccc(F)cc1F,-5%,i,2.1,
N#Cc1ccc(C23OCCN2CCn2c3c3ccccc3[n+]2[O-])cc1 (stereo unspecified),-3%,?,/,
CC1(C(=O)OCC(=O)Nc2ncc(Cl)cc2Cl)CC1(Cl)Cl (stereo unspecified),6%,i,0.3,
C=CS(=O)(=O)N(Cc1ccccc1Br)[C@H](CO)CC(C)C,0%,i,2.1,
O=C1NC2(CCCCC2)OC12CCCCC2,-3%,i,0.8,
Cc1ccc(S(=O)(=O)N2[C@@H](c3ccccc3F)C(C(=O)O)=CC[C@H]2c2ccc(C(C)C)cc2)cc1,16%,i,1.5,
COCCn1c(SCC(=O)NC(=O)NC2CCCC2)nc2ccccc2c1=O,-6%,i,0.2,
CCOc1ccc(S(=O)(=O)N2CCCCC2)cc1NC(=O)CN1C(=O)NC(C)(c2ccccc2)C1=O (stereo unspecified),0%,i,0.4,
CC1CCCCC12NC(=O)N(CC(=O)N1CCN(Cc3ccc(C#N)cc3)CC1)C2=O (stereo unspecified),-4%,i,1.0,
N#Cc1cnc(SCC(=O)N2CCCCC2)nc1N,-6%,i,0.6,
Cc1ccc(OCC(=O)NCc2n[nH]c(=O)c3ccccc23)cc1,0%,i,0.5,
C[C@@H]1CN([C@@H](C)CO)C(=O)CCCn2nncc2CO[C@@H]1CN(C)C(=O)Nc1ccc(C(F)(F)F)cc1,-9%,i,0.3,
CC(NC(=O)CN1C(=O)NC(c2ccccc2)(c2ccccc2)C1=O)c1cccs1 (stereo unspecified),-3%,i,0.5,
CCOC(=O)c1ccc(NC(=O)COc2coc(CN3CCc4ccccc43)cc2=O)cc1,-6%,i,0.6,
Cc1[nH]c(=O)nc(NN=Cc2ccc(Cl)cc2)c1C(=O)Nc1ccc(Cl)cc1,-1%,i,0.8,
CCC1(c2ccccc2)NC(=O)N(CC(=O)Nc2ccc(S(=O)(=O)N3CC(C)CC(C)C3)cc2)C1=O (stereo unspecified),-9%,i,0.7,
C[C@H](CO)N1C[C@H](C)[C@@H](CN(C)C(=O)Nc2ccc(F)cc2)Oc2cc(Br)ccc2S1(=O)=O,-6%,i,0.6,
COc1ccc(C2C(C(=O)c3sc(C)nc3C)=C(O)C(=O)N2CCCn2ccnc2)cc1 (stereo unspecified),-5%,i,0.1,
O=C1C[C@@H]2c3c(cccc3CN1Cc1ccc(Cl)cc1)C[C@@H](O)[C@H]2O,1%,i,0.7,
O=C(Cc1ccccc1[N+](=O)[O-])NNC(=O)c1ccncc1,1%,i,0.5,
COc1ccc(C=NNc2nc3c([nH]2)c(=O)n(C)c(=O)n3C)cc1,-2%,i,0.5,
COc1ccc(N2CCN(C(=O)c3ccc4c(c3)CC(c3ccccc3)OC4=O)CC2)cc1 (stereo unspecified),-4%,i,1.0,
O=C(CC1C(=O)NCCN1Cc1ccccc1)NC1CCCCC1 (stereo unspecified),-5%,i,1.1,
CN(C)C(=O)c1ccc(NC(=O)c2cccc(S(=O)(=O)N3CCCc4ccccc43)c2)cc1,4%,i,0.6,
COc1cc2c(cc1OC)CN(S(=O)(=O)c1ccc(Cl)nc1)CC2,2%,i,0.8,
Cc1cccc(NC(=O)c2ccc(C(=O)c3ccccc3)cc2)n1,3%,i,1.0,
CC(Sc1nc(N)cc(=O)[nH]1)C(=O)NNC(=O)c1cccc(Cl)c1 (stereo unspecified),-1%,i,0.4,
CCCCn1c(N)c(N(CC(C)C)C(=O)CN(C)S(=O)(=O)c2ccc(NC(C)=O)cc2)c(=O)[nH]c1=O,-6%,i,0.9,
CC1(O)CC2CC1C(C(=O)O)C2C(=O)O (stereo unspecified),-1%,i,1.3,
COc1ccc(CCNC(=S)NC(=O)/C=C/c2ccc(C)cc2)cc1OC,13%,i,11,
COc1ccc(N2CCN(C(=O)CN3C(=O)NC4(CCCCC4C)C3=O)CC2)cc1 (stereo unspecified),-7%,i,2.0,
COc1cc(CCCN[C@H](CN)Cc2ccccc2)cc(OC)c1OC,-7%,i,0.7,
CCOc1ccc(Br)cc1S(=O)(=O)Nc1cccc(S(=O)(=O)Nc2ccccc2C(=O)O)c1,11%,i,0.4,
Cc1c(C(=O)OCC(=O)NCCc2ccc(S(N)(=O)=O)cc2)oc2ccccc12,-3%,i,0.4,
CC(O/N=C(\N)c1ccccc1)C(=O)Nc1cccc(C(F)(F)F)c1 (stereo unspecified),-7%,i,1.2,
CCCN(CC(=O)Nc1cc(Cl)ccc1Cl)C(=O)c1ccc(N2CCCC2=O)cc1,-8%,i,0.5,
COc1ccc(OCC(=O)NNC(=O)Cn2c(=O)cnc3ccccc32)cc1,2%,i,0.5,
CCCCN1C(=O)C(CC(=O)NC2CCCCC2)CC(C(=O)N(CC)CC)=C1C (stereo unspecified),4%,i,1.3,
CC(=O)Nc1c(-c2ccccc2)nc2ccc(Cl)cn12,8%,i,0.9,
O=C(CCCOc1ccccc1)NNC(=O)c1ccncc1,-2%,i,1.1,
CCOC(=O)c1[nH]c2ccccc2c1NC(=O)c1cc(OC)c(OC)c(OC)c1,-4%,i,4.0,
COc1ccc(CN(C)C(=O)c2ccc(NS(=O)(=O)c3ccccc3)cc2)c(OC)c1,2%,i,0.4,
NC(=O)C1CCCN(CC(=O)Nc2ccccc2C(=O)NC2CC2)C1 (stereo unspecified),0%,i,1.0,
CC(=NNC(=O)c1cc(C)nc2ccccc12)c1ccc(N2CCOCC2)cc1,-2%,i,0.8,
O=[N+]([O-])c1c(NCc2ccco2)ncnc1NCc1ccco1,-2%,i,1.9,
COc1ccc(-c2cn(CCC(=O)O)c(-c3ccncc3)n2)cc1,-4%,i,1.3,
NC(=O)C1CCN(C(=O)C2CC(=O)N(Cc3ccccc3)C2)CC1 (stereo unspecified),1%,i,1.4,
CC(c1ccccc1)N1CC(C(=O)Nc2ccc(F)cc2)CC1=O (stereo unspecified),-7%,i,0.6,
# Further entries follow.
SMILES,Dengue-2 NS5 capping,Myeloid diff MLP,Myeloid diff MLP GFP+ MAC1+ %,others
COCCn1ccc2c(OCC(=O)Nc3cc(OC)ccc3OC)cccc2c1=O,24%,+,5.2*,
Cc1cccc(-c2ccc3[nH]c4c(c3c2)CCN2C[C@@H]([C@H](C)O)[C@@H](N(C)C(=O)Nc3ccc(F)cc3)C[C@@H]42)c1,-7%,i,1.1,
CC(C)[C@H](N)c1cn([C@@H](CC(N)=O)C(=O)N2CCNCC2)nn1,-7%,i,1.1,
CCC1(C)NC(=O)N(CC(=O)NCC(=O)Nc2c(C)cc(C)cc2C)C1=O (stereo unspecified),5%,i,0.5,
CCC(C)Sc1cccc(-c2nc3ccccn3c2NCc2ccccc2)c1 (stereo unspecified),-1%,i,0.4,
C=CC(=O)N1C/C(=C/c2ccccc2)C(=O)/C(=C\c2ccccc2)C1,-13%,?,/,
N#CC(CCc1ccccn1)c1ccccc1 (stereo unspecified),-9%,i,0.6,
CCCCN(C(=O)c1cc(Cl)nc2ccccc12)c1c(N)n(CCC)c(=O)[nH]c1=O,5%,i,1.0,
C[C@H](CO)N1C[C@H](C)[C@@H](CN(C)C)Oc2c(NC(=O)C3CC3)cccc2C1=O,-5%,i,1.3,
Cc1noc(C)c1C(=O)Nc1nc(-c2cc(F)ccc2F)cs1,4%,i,0.8,
COc1cc(C=NNc2ccc(S(=O)(=O)Nc3ccccc3C(=O)O)cc2[N+](=O)[O-])ccc1O,17%,i,0.8,
C=CC[C@@H](Cc1ccc(F)cc1)C(=O)OC[C@H]1CCCN1C(=O)[C@@H](CC=C)CC(=O)N(CCO)Cc1ccccc1,-10%,i,1.9,Dengue-2 NS5 capping pilot replicate=0.9
CCCCn1c(N)c(N(CC)C(=O)C2=COCCO2)c(=O)[nH]c1=O,3%,i,0.7,
CC12CCC(=O)N1C(C(=O)N1CCN(S(=O)(=O)c3cccc(Cl)c3)CC1)CS2 (stereo unspecified),-6%,i,0.4,
O=c1c(N=Nc2ccccc2)c[nH]n1-c1ccccc1,0%,i,0.9,
Cc1cccc(OC(=O)Nc2ccc(C(=O)O)c(O)c2)c1,6%,i,0.1,
CSc1nnc2c(=O)[nH]c(=O)n(C)c2n1,-3%,i,0.4,
C[C@@H]1CN([C@H](C)CO)C(=O)CCCn2nncc2CO[C@@H]1CN(C)C(=O)OCc1ccccc1,-2%,i,1.3,
COc1ccc(-c2cnc(C(N)=O)c(=O)[nH]2)cc1,-2%,i,0.4,
N#Cc1ccc(CN2CCN(C(=O)c3ccc(S(=O)(=O)N4CCCCCC4)cc3)CC2)cc1,-9%,i,0.2,
CC(=O)Nc1ccc(SCC(=O)Nc2ccc3c(c2)OCCO3)cc1,13%,i,1.4,
CCOC(=O)C(=O)NC1CC=CCC1c1ccc2c(c1)OCO2 (stereo unspecified),3%,i,1.3,
C/C(=N\NC(=O)c1ccccc1OCc1ccc(F)cc1)c1ccccn1,-3%,?,/,
O=C(NCCC1CCCCN1S(=O)(=O)c1ccc(Cl)cc1)C(=O)NCc1ccco1 (stereo unspecified),12%,i,0.9,
CCCN1C(=O)CC(=O)N=C1SCC(=O)Nc1ccccc1F,-6%,i,0.3,
CCN(CC(=O)Nc1c(F)cccc1F)C(=O)c1ccc(OC)c(S(=O)(=O)NC2CCCC2)c1,2%,i,1.2,
O=[N+]([O-])c1cccc(COc2ccccc2CN2CCCCC2)c1,1%,i,0.2,
O=C1CCCC/C=C\C[C@H](CC(=O)N(CCO)Cc2ccccc2)C(=O)N2CCC[C@@H]2CO1,3%,i,2.1,
C[C@@H]1CN([C@@H](C)CO)C(=O)c2cc(NC(=O)Nc3ccc(F)cc3)ccc2O[C@@H]1CN(C)Cc1ccc(Oc2ccccc2)cc1,-2%,i,1.0,
COc1cc(C2C3=C(COC3=O)Oc3cc4c(cc32)OCO4)cc(OC)c1O (stereo unspecified),2%,?,/,

# Ordered by formula weight (rising): some entries from above
SMILES,Dengue-2 NS5 capping,Myeloid diff MLP,Myeloid diff MLP GFP+ MAC1+ %,others
CSc1nnc2c(=O)[nH]c(=O)n(C)c2n1,-3%,i,0.4,
COc1ccc(-c2cnc(C(N)=O)c(=O)[nH]2)cc1,-2%,i,0.4,
O=c1c(N=Nc2ccccc2)c[nH]n1-c1ccccc1,0%,i,0.9,
Cc1cccc(OC(=O)Nc2ccc(C(=O)O)c(O)c2)c1,6%,i,0.1,
CCOC(=O)C(=O)NC1CC=CCC1c1ccc2c(c1)OCO2 (stereo unspecified),3%,i,1.3,
O=[N+]([O-])c1cccc(COc2ccccc2CN2CCCCC2)c1,1%,i,0.2,
CCCN1C(=O)CC(=O)N=C1SCC(=O)Nc1ccccc1F,-6%,i,0.3,
CCCCn1c(N)c(N(CC)C(=O)C2=COCCO2)c(=O)[nH]c1=O,3%,i,0.7,
C/C(=N\NC(=O)c1ccccc1OCc1ccc(F)cc1)c1ccccn1,-3%,?,/,
COc1cc(C2C3=C(COC3=O)Oc3cc4c(cc32)OCO4)cc(OC)c1O (stereo unspecified),2%,?,/,
CC12CCC(=O)N1C(C(=O)N1CCN(S(=O)(=O)c3cccc(Cl)c3)CC1)CS2 (stereo unspecified),-6%,i,0.4,
O=C(NCCC1CCCCN1S(=O)(=O)c1ccc(Cl)cc1)C(=O)NCc1ccco1 (stereo unspecified),12%,i,0.9,
O=C1CCCC/C=C\C[C@H](CC(=O)N(CCO)Cc2ccccc2)C(=O)N2CCC[C@@H]2CO1,3%,i,2.1,
N#Cc1ccc(CN2CCN(C(=O)c3ccc(S(=O)(=O)N4CCCCCC4)cc3)CC2)cc1,-9%,i,0.2,
CCN(CC(=O)Nc1c(F)cccc1F)C(=O)c1ccc(OC)c(S(=O)(=O)NC2CCCC2)c1,2%,i,1.2,
C[C@@H]1CN([C@@H](C)CO)C(=O)c2cc(NC(=O)Nc3ccc(F)cc3)ccc2O[C@@H]1CN(C)Cc1ccc(Oc2ccccc2)cc1,-2%,i,1.0,
